# Screens from PubChem BioAssay.
# M1 antagonist: M1 muscarinic receptor (rat) antagonism | CHO-M1 cells, Fluo-4 calcium, ACh EC80 antagonist mode; active compounds read low | B-score at 10 µM | hit rate 3.4% among 64,000 | AID 628;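 active means calcium fluorescence response, raw or row-and-column corrected B-score, differing from the plate sample mean either way at a set confidence level, mostly lower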
# Target sequence (P08482 whole entry, looked up): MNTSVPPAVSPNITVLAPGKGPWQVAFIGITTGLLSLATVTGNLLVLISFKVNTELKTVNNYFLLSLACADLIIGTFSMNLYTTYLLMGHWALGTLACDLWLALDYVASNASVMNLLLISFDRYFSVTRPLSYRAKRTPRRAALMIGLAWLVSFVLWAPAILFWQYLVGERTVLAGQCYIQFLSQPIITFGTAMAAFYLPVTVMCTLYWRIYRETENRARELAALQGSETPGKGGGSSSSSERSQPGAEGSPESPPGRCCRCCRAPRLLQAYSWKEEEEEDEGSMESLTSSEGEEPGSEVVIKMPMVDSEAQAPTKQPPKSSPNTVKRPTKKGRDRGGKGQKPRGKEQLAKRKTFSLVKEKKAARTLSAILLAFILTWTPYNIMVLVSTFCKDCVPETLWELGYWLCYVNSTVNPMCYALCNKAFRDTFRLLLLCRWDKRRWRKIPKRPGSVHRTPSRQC
# D1 allo mod: allosteric modulators of human D1 dopamine receptor; P21728; HEK293 D1, CRE-luciferase, dopamine EC30 potentiation; actives deviate in either direction; B-score at 10 µM; hit rate 5.9% among 58,000; AID 641;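 active means luminescence count or its row- and column-corrected plate score outside the 99.7% band of the plate's sample wells, on either side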
# M1 ag: M1 muscarinic receptor agonism; CHO-M1 cells, Fluo-4 calcium fluorescence, agonist mode; active compounds read high; B-score at 10 µM; hit rate 3% among 64,000; AID 626;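 active means fluorescence rise, raw or as B-score row- and column-corrected plate score, outside the 99.7% band of its plate's samples, either direction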
# Jurkat tox 60K: cytotoxicity toward Jurkat cells | Jurkat E6.1 viability, ATP luminescence, 48 h | inhibition, % at 4 µM | hit rate 1.2% among 56,000 | AID 463;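 active means inhibition above the mean inhibition of all tested compounds plus 3 SD, cut at about 28% in these data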
# tolC growth inh: E. coli tolC mutant growth inhibition; E. coli BW25113 tolC mutant growth, OD615; growth inhibition, % at 10 µM (by protocol); hit rate 2.2% among 65,000;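 active means growth inhibition at or above a cutoff equal to the mean over every tested compound plus 3 SD, cut at about 60% in these data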;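 further: growth measured after 20 h incubation at 37 °C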
#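 Material: E. coli BW25113 ΔtolC::kan, tolC deletion mutant strain. Measure: percent growth inhibition. Schedule: 37 °C, 20 h exposure. Doses: single-point testing at 10 µM. Signal: A615 absorbance measurement. Buffer or medium: kanamycin-containing LB broth (50 µg/mL).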
# TNAP act mid DEA: human TNAP activation, intermediate phosphate acceptor | P05186 | purified TNAP, CDP-star luminescence, 100 mM DEA, 30 min; active compounds read high; scale: 0 levamisole-inhibited, 1 vehicle-only enzyme | activation factor at 20 µM | 64,000 tested, under 10 active;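 active means activation factor of at least 2 at 20 µM, relative to controls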
# Target sequence (P05186 whole entry, looked up): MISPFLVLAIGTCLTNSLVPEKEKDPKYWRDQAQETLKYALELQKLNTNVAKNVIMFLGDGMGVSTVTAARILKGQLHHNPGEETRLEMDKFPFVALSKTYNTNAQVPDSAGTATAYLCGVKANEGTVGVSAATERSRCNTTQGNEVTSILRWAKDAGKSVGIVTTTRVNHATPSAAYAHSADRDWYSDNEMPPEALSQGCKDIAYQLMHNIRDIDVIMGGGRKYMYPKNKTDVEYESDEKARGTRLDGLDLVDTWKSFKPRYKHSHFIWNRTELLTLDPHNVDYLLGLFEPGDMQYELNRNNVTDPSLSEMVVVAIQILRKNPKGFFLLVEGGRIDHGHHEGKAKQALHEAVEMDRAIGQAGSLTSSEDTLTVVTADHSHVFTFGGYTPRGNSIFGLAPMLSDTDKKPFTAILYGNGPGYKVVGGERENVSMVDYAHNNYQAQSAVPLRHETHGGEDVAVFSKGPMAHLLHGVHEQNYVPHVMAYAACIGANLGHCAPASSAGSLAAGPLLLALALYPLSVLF
# SF-1 act: SF-1 (human) activation; CHO-K1 Gal4-SF-1 LBD luciferase reporter; % increase over DMSO SF-1-specific signal; activation, % at 10 µM; hit rate 1.9% among 65,000;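 active means activation above the mean activation of all tested compounds plus 3 SD, cut at about 50% in these data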
#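 Test system: CHO-K1 cells co-transfected with Gal4 DBD–human SF-1 LBD, 5xGal4 luciferase reporter. Quantity: 4,000 cells per well. Compound: 10 µM only. Incubation: compound added 1 h post-seeding, 20 h exposure at 37 °C, 5% CO2. Detection: SteadyLite luciferase luminescence. Replication: one test per compound.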
# NADH coupling: inhibitors of enzymes used to reach an NAD/NADH endpoint. coupled PK/LDH NADH assays, four targets. AID 774. IC50, µM (series often up to 10 µM), without a hit: at the highest dose inhibition. hit rate 0.02% among 65,000;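 active means single-dose screening hits from any of four coupled enzyme assays that gave an IC50 when retested across doses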;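 further: the DPM-DC format reads NADH fluorescence rather than 340 nm absorbance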
# HEK293 NFkB inh: lowers PMA/ionomycin-induced NF-kB signal in HEK293 cells. inhibition, % at 3 µM. hit rate 0.21% among 62,000. HEK-293 NF-kB luciferase reporter, luminescence;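 active means inhibition above the mean of all tested compounds plus 3 SD, cut at about 40% in these data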;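 further: 0% = stimulated DMSO wells and 100% = 10 µM reference inhibitor 5653914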
#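 Material: HEK-293 cells with stable firefly luciferase reporter driven by four HIV NF-kB elements / Also added: PMA plus ionomycin mix as NF-kB-activating stimulus / Compound dosing: 3 µM once, 0.30% DMSO / Times: 1 h pretreatment, 16 h stimulation, 37 °C / Signal: luminescence / Evaluation: per-plate % inhibition versus controls / Benchmarks: DMSO and 10 µM reference inhibitor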
# * hit, by the source's call; x = no result given; [ ] = dose if it differs, or a comment. This is a random part of the collection, and some 15% of all compounds hit somewhere here.
SMILES,M1 antagonist,D1 allo mod,M1 ag,Jurkat tox 60K,tolC growth inh,TNAP act mid DEA,SF-1 act,NADH coupling,HEK293 NFkB inh
Cc1nc2ncnn2c(N2CCC(C(=O)NCC3CCCO3)CC2)c1Cc1ccccc1 (configuration not stated),0.66,x,0.084,0,-14,0.9,0,2%,5
O=C(NCCCN1CCOCC1)c1cc(-c2ccc(F)cc2)on1,-2.4e-05,-0.085,0.14,3,-17,0.9,0,6%,-15
Cc1ccc2c(c1)NC(=O)C(CC(=O)NCCCN1CCCCC1)O2 (configuration not stated),-0.18,0.34,0.36,-10,-13,0.9,0,2%,7
CCCC(=O)N(Cc1cc2cc(C)ccc2[nH]c1=O)c1ccccc1OC,-0.0022,x,0.34,5,10,0.9,-22,2%,16
CCOc1cc(S(=O)(=O)NC2CCCC2)ccc1Cl,-0.33,0.67,8.9*,5,38,0.9,9,3%,13
COc1cccc(-c2cc(C(=O)Nn3cnnc3)c3ccccc3n2)c1,0.037,-2.8,-0.034,7,-1,1,-24,4%,7
O=C(NCCN1CCOCC1)c1ccc2c(c1)N(Cc1ccccc1F)C(=O)CS2,-3.8*,-0.033,0.2,x,-6,0.9,8,2%,16
O=C(C1CCC1)N1CCc2cc(S(=O)(=O)NCCN3CCN(c4ccccc4F)CC3)ccc21,-2.4,-1.3,7,5,26,0.9,-32,6%,-5
Cc1ccc(C(=O)COC(=O)CCc2nc3ccccc3[nH]c2=O)cc1C,-0.24,-0.85,0.071,-8,-18,0.9,12,10%,10
CC(=O)Nc1ccc(S(=O)(=O)/N=C2\SCCN2S(=O)(=O)c2ccc(NC(C)=O)cc2)cc1,1.6,-0.25,-0.016,-2,-11,1,12,7%,8
C=CCn1c(=O)c2ccccc2n2c(SCc3csc(-c4ccccc4)n3)nnc12,-0.93,0.82,1,-3,8,1,17,5%,11
O=C(c1ccco1)N(Cc1ccco1)c1ccc(O)cc1,-0.26,0.92,0.96,5,17,0.9,7,8%,5
C=C(C)Cn1c(N2CCC(Cc3ccccc3)CC2)nc2c1c(=O)[nH]c(=O)n2C,-0.38,0.053,0.68,x,92*,x,1,4%,13
CCOC(=O)c1ccc(NC(=O)COc2ccccc2OC)cc1,0.041,x,0.71,x,4,1,13,2%,x
COc1ccc(-c2nnc(SCC(=O)N3CCOCC3)o2)cc1OC,-0.049,-0.19,0.21,1,-8,0.8,-1,4%,12
Cc1c(-c2ccccc2)[n+](=O)c(-c2ccco2)c(C)n1[O-],0.25,0.25,0.11,-6,-10,1,13,12%,1
CCC(C(=O)O)n1nnc(-c2ccc(-c3ccc(OC)cc3)cc2)n1 (configuration not stated),-0.58,x,1.1,4,30,1,-1,4%,2
COC(=O)[C@@H](NC(=O)Nc1ccc2c(c1)OCCO2)C(C)C,-0.069,x,-0.04,-6,-20,0.9,-6,8%,11
Cc1c(C(=O)NC2CCCc3ccccc32)oc2ccc(S(=O)(=O)N3CCOCC3)cc12 (configuration not stated),0.68,6*,0.012,x,15,0.8,12,4%,13
CCCn1cc(S(=O)(=O)CC(=O)NC2CCCCC2)c2ccccc21,-0.065,x,0.03,x,1,x,-10,4%,10
CC1(C)Cc2ccccc2-c2nc(CN3CCOCC3)[nH]c(=O)c21,0.84,12*,-0.33,3,6,0.9,9,1%,1
CC(Oc1ccc(Cl)cc1Cl)C(=O)NC1CCSC1=O (configuration not stated),0.76,1.3,-1.3,-4,16,0.8,-17,0%,3
COc1cccc(OC)c1C(=O)N1CCN(Cc2ccccc2C)CC1,0.44,-0.73,-0.35,4,-4,0.9,-22,17%,9
O=C(CSc1nnc(Cc2csc(Nc3cccc(Cl)c3)n2)o1)N1CCc2ccccc21,-0.79,0.13,-0.29,5,33,0.9,6,4%,12
CCOc1cc(S(=O)(=O)NCc2ccco2)c(OCC)cc1-n1cnnn1,-1,-0.49,1.1,-1,-1,1,1,10%[fluoresces],16
O=C(NCc1cccs1)c1ccccc1C(=O)NCc1cccs1,0.17,-0.97,-0.15,-1,-1,1,-2,6%,16
CC12CC(c3ccccc3O1)N(C(=O)c1ccco1)C(=O)N2c1ccccc1 (configuration not stated),0.91,0.42,0.63,8,10,1.1,-7,4%,3
Cc1cc(C2N=C(N)Nc3nc4ccccc4n32)c(C)n1-c1ccccc1Cl (configuration not stated),0.37,0.056,-0.21,x,61*,1.9,-3,4%,18
CCOC(=O)CNS(=O)(=O)CCN1C(=O)c2ccccc2C1=O,0.14,0.56,-0.72,x,-3,1,x,1%,x
CCN(CC)CCNC(=O)c1cn(C)c2ccc(S(=O)(=O)N(C)C3CCCCC3)cc2c1=O,-1.6,0.38,-0.51,-1,-16,0.9,-5,1%,1
CCOC(=O)C1=C(N)OC2=C(C(=O)CCC2)C1c1ccc(C)s1 (configuration not stated),-0.11,-0.67,-0.23,-22,9,1,12,15%,9
Cc1ccc(-n2nnnc2SCC(=O)N2c3ccccc3NC(=O)C2(C)C)cc1,0.9,-1,-0.022,-2,-6,0.8,-7,9%,8
Cc1nnc(SCC(=O)Nc2c(Cl)cccc2Cl)[nH]c1=O,0.54,0.088,-0.036,-3,-19,0.8,-9,1%,1
CCOC(=O)Cc1csc(NC(=O)CCc2ccc(S(=O)(=O)N3CCOCC3)cc2)n1,-3.1*,-2.8,0.66,9,17,1,-6,4%,16
Cc1nn(-c2cccc(C(=O)O)c2)c(C)c1Oc1ccccc1O,0.11,-0.13,-0.12,2,1,0.9,-1,3%,19
O=C(CSc1nc2ccccc2s1)Nn1cnnc1,0.14,-0.5,-0.3,x,13,0.9,-8,4%,x
CCn1c(SCC(=O)c2c[nH]c3ccccc23)nnc1-c1cccs1,x,-0.43,x,58*,-1,0.9,22,4%,8
c1ccc(-c2noc(CSc3nc4ccccc4o3)n2)cc1,1.3,0.59,-0.89,1,46,1,12,7%,7
CCOC(=O)C1CCN(C(=O)CN(c2ccc(OC)cc2)S(=O)(=O)c2c(C)noc2C)CC1,-0.0095,-0.65,-0.37,0,-6,0.9,14,8%,6
COC(=O)C1=C(Cn2cnc3ccccc32)NC(=O)NC1c1cc(C)ccc1C (configuration not stated),-0.75,-0.92,1.4,-2,6,0.9,20,2%,4

# The final 7 compounds of the section before are carried over, then new ones follow:
SMILES,M1 antagonist,D1 allo mod,M1 ag,Jurkat tox 60K,tolC growth inh,TNAP act mid DEA,SF-1 act,NADH coupling,HEK293 NFkB inh
CCOC(=O)Cc1csc(NC(=O)CCc2ccc(S(=O)(=O)N3CCOCC3)cc2)n1,-3.1*,-2.8,0.66,9,17,1,-6,4%,16
Cc1nn(-c2cccc(C(=O)O)c2)c(C)c1Oc1ccccc1O,0.11,-0.13,-0.12,2,1,0.9,-1,3%,19
O=C(CSc1nc2ccccc2s1)Nn1cnnc1,0.14,-0.5,-0.3,x,13,0.9,-8,4%,x
CCn1c(SCC(=O)c2c[nH]c3ccccc23)nnc1-c1cccs1,x,-0.43,x,58*,-1,0.9,22,4%,8
c1ccc(-c2noc(CSc3nc4ccccc4o3)n2)cc1,1.3,0.59,-0.89,1,46,1,12,7%,7
CCOC(=O)C1CCN(C(=O)CN(c2ccc(OC)cc2)S(=O)(=O)c2c(C)noc2C)CC1,-0.0095,-0.65,-0.37,0,-6,0.9,14,8%,6
COC(=O)C1=C(Cn2cnc3ccccc32)NC(=O)NC1c1cc(C)ccc1C (configuration not stated),-0.75,-0.92,1.4,-2,6,0.9,20,2%,4
CCCOC(=O)NC1C(NC(=O)OCCC)N(C)C(=O)N1C (configuration not stated),-0.16,-0.61,-0.035,2,-26,1,0,7%,4
COc1ccc(CCC(=O)NCc2cn3ccsc3n2)cc1,-0.61,0.18,-0.045,0,-6,x,15,3%,7
CCC(C)(C)NC(=O)CN(CC1CCCO1)C(=O)CCC(=O)Nc1nccs1 (configuration not stated),0.53,-0.085,0.41,-7,-27,1,-4,5%,5
C=CCNC(=O)c1oc2ccc(S(=O)(=O)N(CC)CC)cc2c1C,0.42,0.67,-0.61,6,3,0.9,6,9%,14
COc1ccc(-c2nnnn2CCc2ccccc2)cc1,0.33,1.5,0.063,2,14,0.9,12,4%,4
Cc1cc(C)c(NC(=O)CN2CCN(C)CC2)c(C)c1,0.64,x,0.64,9,-5,0.9,-10,3%,18
O=C(CN1CCN(c2ccccc2)CC1)Nc1c(C(=O)C2CC2)oc2ccccc12,-0.15,0.55,-0.29,2,26,x,-8,9%,17
O=C(O)c1cc(O)c2c(c1)C(=O)c1cccc(O)c1C2=O,-0.091,1.5,67*,x,6,0.7,-4,3%,x
COc1cccc(CNc2cccc3cccnc23)c1O,0.74,0.59,1.3,x,11,1,-12,2%,4
COc1ccc(-c2csc(NC(=O)c3cc(C)on3)c2C#N)cc1OC,0.43,10*,-0.49,8,1,1,5,11%,9
CCOC(=O)Cn1c2ccccc2c2nc3ccccc3nc21,-0.24,4.8*,0.0065,-9,-15,0.9,1,3%,2
CCCCCN(C(=O)NC(=O)NC(C)CC)S(C)(=O)=O (configuration not stated),-0.36,-0.026,0.077,7,-1,1,-4,10%,4
O=C(Nc1cccc(F)c1)c1cccc(S(=O)(=O)N2CCOCC2)c1,-0.46,-0.47,0.015,-3,-7,0.9,-12,1%,12
Cc1noc(C)c1COC(=O)c1ccccc1Oc1ccccc1,-0.055,6.1*,0.96,3,36,0.8,-2,2%,19
CC(C)(C)NC(=O)c1sccc1C(=O)O,0.31,-0.4,0.49,x,-6,0.9,-6,4%,16
O=C(CSc1nnc(CNc2ccc(F)cc2)o1)N1CCCc2ccccc21,-0.18,0.0071,-0.11,-2,23,0.9,10,6%,7
COC(=O)c1ccccc1NC1OC(=O)c2ccccc21 (configuration not stated),0.56,-0.037,-0.23,2,-21,0.9,2,12%,19
Cc1ccc(NC(=O)c2cc(NC(=O)c3ccco3)ccc2N2CCOCC2)cc1,-1.4,-0.36,0.86,4,32,0.9,16,4%,-6
CCOc1ccc(C(=O)N2CCN(Cc3ccccc3)CC2)cc1,0.53,-0.076,0.42,4,-15,0.9,-6,4%,7
CCN1CCCC1CNC(=O)c1cc2c(-c3ccc(Cl)cc3)nn(C)c2s1 (configuration not stated),-4*,-1.8,0.33,13,32,0.9,8,5%[fluoresces],12
COc1cc(C2C(C#N)=C(N)Oc3n[nH]c(-c4ccncc4)c32)cc(OC)c1OC (configuration not stated),2,0.76,-1.3,4,0,0.9,4,4%,-10
CCOC(=O)c1ccccc1N/C=C1\CCCC1=O,-0.019,2.4,-0.15,-4,3,0.9,-10,4%,17
COc1cc(OC)cc(C(=O)NC2CCSC2=O)c1 (configuration not stated),x,0.6,x,8,-22,0.9,-9,6%,7
CN(C)CCN(Cc1ccccc1)c1ccnc(N(C)C)c1C#N,-0.012,-1.4,-0.87,-3,-8,1,-12,22%,-9
CCn1c(C(O)c2cccc(OC)c2OC)nc2ccccc21 (configuration not stated),-0.19,-0.61,0.075,-4,0,1,3,2%,2
C=CCOc1ccc(/C=N/n2cncn2)cc1OC,0.2,0.19,-0.89,-4,-12,0.9,21,3%,13
Cn1c(SCC(=O)NCc2cccs2)nnc1-c1ccncc1,-0.06,-0.39,-0.39,-7,-20,0.9,-8,2%,7
